A-T KAP1 phos = candidate therapy for ataxia-telangiectasia. […] A-T fibroblasts, KAP-1 phosphorylation AlphaLISA; neocarzinostatin DNA damage 30 min before lysis. 320,000 compounds, 0.19% hits. Potency, µM (top dose mostly 57.5 µM), for the others: at the top dose activation, usual class: activators; further: potency means the concentration at half of the fitted maximal effect; % of control where 0% means no effect; nearly all actives have a fitted effect of over 45% in size
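hTERT-immortalized A-T patient fibroblasts ([…]), 500 cells/well in OPTI-MEM, 1% FBS, got compounds for 60 min, then NCS for 30 min at 37C. Lysates were then assayed for phospho-KAP-1 by AlphaLISA (anti-pKAP1 donor, anti-KAP1 acceptor beads), 6 hr at 25C.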
TSHR antag = blocks TSH signaling through the human TSH receptor. P16473. TSHR-expressing cells, TSH-stimulated cAMP HTRF, 2 h; active compounds read low. activity change, negative = inhibition, % at 11.5 µM. 330,000 compounds, 0.2% hits;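 active means activity change below a set negative limit, meaning inhibition stronger than a set level, cut at about -70% in these data; inconclusive means activity change between two set negative limits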; further: on the % scale 0 is the no-effect control and ±100 the full control effect
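Freshly harvested TSHR cells receive pin-tooled compound, then EC80 TSH at 4nM final. After 2 hours at 37 deg C, antibody in lysis buffer and cAMP-d2 are added; 30 minutes at ambient temperature precede the HTRF read.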
USP2a inh = inhibitors of human ubiquitin-specific protease USP2a; O75604; USP2 core, Ub-CHOP2 coupled fluorogenic reporter, 485/531; Potency, µM (highest dose often 38.3 µM), for the others: at the top dose activity change, negative = inhibition, most hits filed as inhibitors; 330,000 compounds, 0.01% hits; AID 463254;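 further: potency means the concentration at half of the fitted maximal effect; plate controls were DMSO wells for no effect and full inhibition by NEM control for full effect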
Target sequence (O75604 whole entry, looked up): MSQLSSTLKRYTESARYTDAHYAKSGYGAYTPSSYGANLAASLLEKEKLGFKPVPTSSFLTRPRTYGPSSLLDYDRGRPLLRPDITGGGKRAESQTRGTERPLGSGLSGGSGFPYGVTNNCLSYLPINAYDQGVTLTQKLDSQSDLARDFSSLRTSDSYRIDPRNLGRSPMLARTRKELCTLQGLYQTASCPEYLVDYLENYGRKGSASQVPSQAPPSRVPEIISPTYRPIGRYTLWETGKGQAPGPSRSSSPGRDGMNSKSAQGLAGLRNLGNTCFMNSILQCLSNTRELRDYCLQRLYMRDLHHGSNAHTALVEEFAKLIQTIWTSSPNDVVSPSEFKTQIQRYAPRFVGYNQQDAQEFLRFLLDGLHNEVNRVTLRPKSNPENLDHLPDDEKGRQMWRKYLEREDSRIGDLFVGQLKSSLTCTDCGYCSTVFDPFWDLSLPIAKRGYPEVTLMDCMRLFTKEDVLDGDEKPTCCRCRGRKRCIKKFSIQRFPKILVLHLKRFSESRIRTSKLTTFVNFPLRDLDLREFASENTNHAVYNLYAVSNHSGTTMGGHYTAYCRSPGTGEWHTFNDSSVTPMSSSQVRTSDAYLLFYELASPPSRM
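Cell-free coupled assay: 10nM USP2 core preincubated 30min RT with compound in Tris-HCl pH 8.0/CaCl2/CHAPS buffer, then 25nM Ub-CHOP2 and 25nM reporter substrate; fluorescence (Ex 485/Em 531) read after 60min RT, normalized to NEM inhibition, concentration-response curves fitted.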
Eya2 phos inh = Eya2 (human) phosphatase inhibition; O00167; recombinant Eya2, OMFP fluorescence dephosphorylation (OMFP is methylfluorescein phosphate); Potency, µM (doses to about 76.9 µM), for the others: at the highest dose activity, negative = inhibition, actives largely listed as inhibitors; 330,000 compounds, 0.006% hits; further: potency means the concentration at half of the fitted maximal effect; on the % scale 0 is the no-effect control and ±100 the full control effect
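Eya2 protein (added as 0.2 uM solution) was preincubated with compound for 10 min at ambient temperature in 50 mM HEPES pH 7.5, 50 mM NaCl, 5 uM MgCl2, 0.05% BSA, 1 mM DTT. OMFP (added at 50 uM) then reacted 10 min; fluorescence read at 485/525 nm.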
ELG1 repair inh = ELG1-dependent DNA repair inhibition; AID 504467; 330,000 compounds, 2.3% hits; HEK293T ELG1-luciferase reporter, luminescence, 16 h; DNA damage induced by 5-fluorouridine; Potency, µM (titrated, usually from 46.1 µM), for inactives: at the highest dose activity change, negative = inhibition, most hits filed as inhibitors; further: potency means the concentration at half of the fitted maximal effect; on the % scale 0 is the no-effect control and ±100 the full control effect; nearly all actives have a fitted effect of over 55% in size
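Luminescence from the luciferase reporter, measured 30 min after ONE-Glo reagent at room temperature, was the read-out. Beforehand, 2,000 cells per well were exposed for 16 hr at 37 °C to 5-fluorouridine together with compound or vehicle.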
TRPV1 ag = activates the human vanilloid receptor TRPV1. Q8NER1. TRPV1-expressing cells, Fluo-8 calcium influx, agonist mode. activation, % at 8.33 µM. 320,000 compounds, 0.19% hits. AID 540275; in the data active means activation above about 80%; inconclusive means between about 30% and that limit; further: 0% is about no effect
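Fluo-8 calcium influx in TRPV1-expressing cells, kinetic read (ex 480/em 520 nm). Compound added and read 3 min for agonist activity, followed by capsaicin at EC20 final and 2 min further read for enhancement.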
TCR act = activators of T cell receptors; primary human leukocytes, anti-CD3, IL-2 HTRF, 48 h; Potency, µM (doses to about 9.22 µM), for inactives: top-dose activation of IL-2 secretion, hits mostly activators; 330,000 tested, under 10 active; further: % of control where 0% means no effect
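Using a-CD3 beads without co-stimulation, primary human leukocytes were exposed to compounds for 48 hr. An HTRF IL-2 kit measured the cytokine, with europium-to-d2 energy transfer producing emission at 665nm upon 320nm excitation.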
hERG WT inh = blocks the wildtype human KCNH2 potassium channel; 340,000 compounds, 0.37% hits; activity change, % at 1.84 µM; U2OS, BacMam KCNH2, thallium flux FluxOr; active compounds read low; Q12809;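 active means maximum activity change below -70%; inconclusive means maximum activity change between -70% and -50%; inactive means maximum activity change above -50%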; further: on the % scale 0 is the no-effect control and ±100 the full control effect
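U2OS cells were transduced with wild-type KCNH2 virus (2.03 x 10^8 / mL) for 4 h at room temperature, then cultured overnight at 37 C. Thallium flux was read with FluxOr dye. Rate constants were normalized to DMSO controls.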
KCNH2 3.1 inh = blocks the human KCNH2 3.1 channel isoform; 340,000 compounds, 0.95% hits; activity change, % (tested at about 1.8 µM); U2OS KCNH2 3.1, thallium flux FluxOr; active compounds read low;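 active means maximum activity change below -70%; inconclusive means maximum activity change from -70% to -50%; inactive means maximum activity change above -50%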;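 further: thallium influx rate constant from kinetic fluorescence after stimulation buffer; on the % scale 0 is the no-effect control and ±100 the full control effect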
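FluxOr-based Tl+ influx in U2OS cells transduced with KCNH2 3.1 virus; rate constants normalized to DMSO controls.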
Mito fusion yeast = inhibitors of mitochondrial division or activators of mitochondrial fusion; 320,000 compounds, 0.23% hits; S. cerevisiae fusion-defective mutant growth rescue, CellTiterGlo 48 h; Potency, µM (series often up to 46.1 µM), inactives show top-dose growth rescue (activation), usual class: activators; AID 485298;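 further: potency means the concentration at half of the fitted maximal effect; % of control where 0% means no effect; nearly all actives have a fitted effect of over 45% in size; temperature-sensitive fusion mutants such as fzo1-1 at 37 °C on non-fermentable ethanol glycerol medium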
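Yeast fusion mutant, YPEG (non-fermentable carbon), compound, 48 h at 37C non-permissive; CellTiterGlo added, 10 min RT, luminescence read. Rescued growth = division inhibition.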
* marks the source's active call; other numbers are inactive results; u = inconclusive; x = no result given; [ ] = another dose, or the depositor's remark. Unless noted, the call rests on the fitted dose curve; in most records, active means well fitted curve in the direction sought with a large enough effect; inconclusive means small, poorly fitted or top-dose-only effect, or another doubt; inactive means no such curve, though single readings can be large; an effect the other way counts as inactive or inconclusive.

SMILES	A-T KAP1 phos	TSHR antag	USP2a inh	Eya2 phos inh	ELG1 repair inh	TRPV1 ag	TCR act	hERG WT inh	KCNH2 3.1 inh	Mito fusion yeast
O=C(C1=C(O)C(=O)N(c2ncccn2)C1c1cccs1)c1ccco1 (centres undefined)	-1.8%	7.2	u	16.9%	-18.6%	-5.6	-0.3%	2.5	9.9	-0.3%
C=CCn1c(CSc2nc3ccccc3s2)nnc1SCC(=O)NCc1cccnc1	x	27.3	-0.6%	2.0%	-23.7%	2.3	1.7%[46.1 µM]	10.3	1.0	6.8%
CCCCCN(C(=O)COC(=O)COc1c(C)cc(C)cc1C)c1c(N)n(CCCC)c(=O)[nH]c1=O	4.2%	-22.2	2.4%	-3.3%	6.1%	0.6	-4.3%	-1.5	3.2	-11.6%
O=C(CN1C(=O)/C(=C\c2cccc(Cl)c2)Oc2ccccc21)N1CCN(c2ccccn2)CC1	2.9%	-1.2	-1.8%	2.0%	6.3%	-0.3	x	x	x	-5.4%
N#Cc1ccc(S(=O)(=O)Nc2ccc3ccccc3n2)cc1	-5.1%	1.0	1.2%	-0.2%	5.8%	-0.1	6.4%	0.7	-10.6	0.0%
O=C(N/N=C/c1ccc(N2CCOCC2)cc1)c1ccccc1NS(=O)(=O)c1cccs1	-1.4%	-7.1	0.4%	-4.7%	4.1%	-0.3	-8.3%	-22.6	-14.7	-5.4%
O=C(NS(=O)(=O)Nc1ccc(Br)cn1)c1c[nH]c2ccccc12	-8.8%	1.1	0.7%	-2.4%	13.3%	-1.4	-1.8%	0.9	8.5	-5.5%
COc1ccc2cc(C(=O)NCc3ccccc3)[nH]c2c1	5.0%	1.8	0.1%	4.0%	27.5%	13.1	5.9%	-4.8	5.1	9.3%
CN(C)c1ccc(/C=C(\NC(=O)c2ccccc2)C(=O)N/N=C/c2ccc(C(=O)O)cc2)cc1	1.3%	-11.6	-1.0%	6.1%	6.7%	0.8	-3.7%	-8.3	6.1	0.3%
Cc1[nH][nH]c(=O)c1C(c1ccc(-c2ccc(Cl)c(C(=O)O)c2)o1)c1c(C)[nH][nH]c1=O	-2.4%	-11.0	1.6%	-0.1%	u	0.3	9.1%	-4.1	7.4	-3.4%
O=C(CC1C(=O)NCCN1C(=O)Nc1ccccc1)Nc1cccc(Cl)c1 (centres undefined)	-0.2%	-6.9	0.9%	-7.0%	-0.8%	-1.0	-4.8%	-8.3	-0.6	-1.4%
CCOc1ccc(NC2OC(C)C(O)C(O)C2O)c([N+](=O)[O-])c1 (centres undefined)	-11.0%	12.5	2.2%	-14.3%	15.4%	-1.3	-4.0%	6.0	-2.4	-4.3%
C#Cc1ccc(CN2CCN(Cc3ccsc3)C(CCO)C2)cc1 (centres undefined)	6.4%	13.1	-0.9%	-3.6%	-5.2%	5.4	-2.3%	10.2	-15.8	3.0%
CCc1nc(C)cn1S(=O)(=O)c1cc(Br)c(C)cc1OC	7.8%	-12.7	-2.4%	-17.6%	u	-5.3	-2.4%	-12.7	-16.4	4.9%
CCOc1ccc(C2=CSC3=NCCN23)cc1[N+](=O)[O-]	-22.7%	-26.0	4.3%	2.8%	27.6%	-8.4	1.7%	25.3	-44.0	-57.6%[inhibitor]
O=C(CSc1ccc2nnc(-c3ccc(F)cc3)n2n1)N1CCCc2ccccc21	2.3%	-11.0	6.2%	-1.1%	18.4µM*	2.0	-3.8%[46.1 µM]	-3.6	-2.4	u
O=S(=O)(Nc1nc2ccccc2nc1NCC1CCCO1)c1cccs1 (centres undefined)	0.4%	-9.4	-0.8%	1.3%	-1.9%	0.1	-3.4%	-0.2	-3.0	12.5%
O=C(NCc1ccco1)c1cc2cc(Br)ccc2o1	2.8%	-2.0	0.2%	-15.5%	u	25.7	14.8%	-10.9	5.9	1.1%
Cc1cc(NO)c(C(C)C)cc1N=O	1.1%	6.1	0.2%	1.6%	-11.8%	-4.9	-3.1%	-4.1	3.4	15.0%
CCn1c(=NC(=O)CSC(C)=O)sc2cc(OC)ccc21	-1.1%	-41.9	0.1%	-4.9%	-27.9%	-0.4	-6.3%[46.1 µM]	2.9	-7.3	17.7%
COc1ccc([N+](=O)[O-])c(S(=O)(=O)c2ccccc2)n1	-9.9%	-7.6	-0.8%	5.9%	u	7.5	7.1%	-0.9	-12.0	-0.4%
COc1ccc(N/C=C2\C(=O)CCc3c2oc2cc(Cl)c(O)c(Cl)c32)cc1	-3.3%	-10.8	5.2%	-2.4%	-3.9%	-0.7	8.6%	-5.3	-12.6	2.3%
COc1cccc(CNCc2ccc(OC)cc2OC)c1	-4.1%	16.6	2.4%	-4.6%	-5.9%	4.7	1.9%	14.0	-3.7	-3.6%
COc1ccccc1/C=C/C(=O)N1CCOCC1	0.9%	1.7	2.9%	-14.7%	12.5%	17.1	-3.9%	-11.0	6.6	0.8%
CCN(c1ccccc1)S(=O)(=O)c1ccc(C(=O)NCCCN2CCOCC2)cc1	2.5%	4.7	0.6%	-2.5%	u	0.3	-3.9%	-2.3	14.4	-2.7%
COc1ccc(-c2ccc(C(=S)N3CCN(C(C)=O)CC3)o2)cc1	-3.3%	9.0	2.1%	-3.9%	u	-2.9	2.7%	9.4	8.4	-2.3%
Cc1cc(OCC(=O)N(C(C)C)C(C)C)cc(C)c1Br	2.1%	-8.4	1.7%	-5.4%	4.7%	21.4	1.6%[46.1 µM]	4.3	-1.2	2.1%
O=[N+]([O-])c1cccnc1Sc1ccc(Cl)cc1	7.0%	-2.1	-11.2%	-1.1%	7.9%	1.5	-4.9%	-6.2	-21.2	-3.4%
CCOC(=O)C1C(=O)NC(c2ccccc2)=NC1c1ccc(F)cc1 (centres undefined)	1.2%	10.1	1.3%	-2.2%	-6.6%	2.0	0.1%	-1.5	3.1	-0.8%
O=C(c1nc2ccc(Cl)cn2c1CNCCn1ccnc1)N1CCCCCCC1	-3.9%[11.5 µM]	-3.9	1.2%	3.2%	-2.0%	0.0	3.2%	-10.8	-9.8	-3.5%
O=C(C1=C[C@@H](c2ccc3c(c2)OCO3)C[C@@H](OCCCCO)O1)N1CCOCC1	6.6%	-2.1	0.5%	12.2%	25.6%	15.9	-2.0%	-4.8	14.9	-0.3%
Cc1cc(C)n2nc(C(=O)Nc3ccc(S(=O)(=O)N4CCCC4)cc3)nc2n1	-2.2%	-4.0	10.9%	-6.6%	-1.1%	3.5	6.8%	-7.0	-1.8	-8.7%
COc1ccc(OC)c(CNS(=O)(=O)c2cn(C)cn2)c1	-9.4%	2.9	0.4%	13.6%	20.2%	-3.1	7.3%	-7.7	-3.5	-1.9%
O=C(Nc1nc(-c2ccccc2)c(-c2ccccc2)o1)c1ccc(F)cc1	-3.1%	-25.6	0.0%	7.8%	-21.9%	u	-17.4%	-7.4	6.2	-5.8%
CCOC(=O)N1CCC(N2C(=O)c3ccccc3C2Nc2cc(C)cc(C)c2)CC1 (centres undefined)	-1.3%	1.6	4.1%	4.6%	-10.5%	3.7	0.2%	-0.2	10.1	1.5%
O=C(CCCc1ccccc1)Nc1ccnn1C1CCN(Cc2ccc(Cl)cc2)CC1	-3.9%	-7.5	0.9%	-3.1%	u	8.6	1.8%	-18.5	-103.4*	-5.1%
Cc1ccc(C)c(OCc2cc(C(=O)N3CCN(c4ccccc4C)CC3C)no2)c1 (centres undefined)	4.7%	-8.9	-0.7%	-6.9%	1.8%	21.1	5.7%	37.8	5.9	1.6%
CCOC(=O)Cn1cnc2c(nnn2-c2ccc(F)cc2)c1=O	23.3%	39.4	2.5%	-5.4%	20.1%	1.2	1.0%	-0.1	5.2	3.2%
C=CCn1c(SCC(=O)Nc2cc(C)on2)nnc1-c1ccccc1F	-2.2%	7.7	-1.4%	-11.2%	-10.7%	x	-5.7%	-2.2	3.9	x
COc1ccc(S(=O)(=O)Nc2ccccc2C(F)(F)F)cc1	4.8%	-3.0	1.3%	-7.5%	0.5%	-5.5	-4.6%	-2.2	0.8	7.1%
CCN(CC)CCOc1nnc(-c2ccc(OC)cc2)c2ccccc12	7.9%	-3.3	-0.5%	-0.8%	-19.4%	2.8	-1.7%	21.2	-8.1	-7.8%
COc1ccc(-c2ccc(C#N)c(OC(=O)c3c(Cl)cccc3Cl)n2)cc1	x	x	x	x	x	2.9	-0.6%	10.3	-4.2	-9.6%
c1ccc(C2Nc3ccccc3C3OCCCC23)cc1 (centres undefined)	13.7%	-5.4	-0.7%	-4.9%	2.9%	4.2	x	3.7	-4.6	-11.2%
COCCn1c(SCC(=O)/C=C2\N(C)c3ccccc3C2(C)C)nnc1-c1ccncc1	-2.2%	9.8	-0.1%	2.7%	20.6µM*	1.3	1.8%[46.1 µM]	1.5	13.6	0.2%

Some of the compounds tested; the hit share may differ from the screen's.
